# D2 antagonist: HTS Assay for Allosteric Antagonists of the Human D2 Dopamine Receptor: Primary Screen for Antagonists. D(2) dopamine receptor (Homo sapiens), P14416. AID 485344, 2010. 2% of 340,000 active. inhibition, % at 10 µM. HEK293 TREx D2 cells, calcium flux, dopamine EC80; in the data active = inhibition above about 30%; note: 0% is about no effect
# Target sequence (P14416 whole entry, looked up): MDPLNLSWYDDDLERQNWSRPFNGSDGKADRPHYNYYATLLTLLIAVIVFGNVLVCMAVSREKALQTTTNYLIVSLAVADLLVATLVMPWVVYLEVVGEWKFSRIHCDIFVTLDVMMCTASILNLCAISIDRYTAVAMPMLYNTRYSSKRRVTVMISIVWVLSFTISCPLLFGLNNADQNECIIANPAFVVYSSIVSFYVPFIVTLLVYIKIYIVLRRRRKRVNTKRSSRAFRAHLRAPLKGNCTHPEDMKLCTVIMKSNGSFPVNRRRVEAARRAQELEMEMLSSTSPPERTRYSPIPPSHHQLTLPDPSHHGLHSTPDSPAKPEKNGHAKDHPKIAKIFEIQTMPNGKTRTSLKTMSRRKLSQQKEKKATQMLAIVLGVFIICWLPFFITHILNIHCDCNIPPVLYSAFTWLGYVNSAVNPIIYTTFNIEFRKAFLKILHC
#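 Measurement of antagonist activity uses fluorescent calcium dye in inducible HEK293 T-REx D2 cells: 10 s baseline, compound addition with 180 s read, EC80 dopamine addition with a further 180 s read.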
# D1 agonist: Allosteric Agonists of the Human D1 Dopamine Receptor: qHTS. D(1A) dopamine receptor (Homo sapiens), P21728. HEK293 T-REx D1 cells, calcium flux, agonist mode. activation, % at 2 µM. 1% of 360,000 active. AID 504660, 2011; note: 0% is about no effect
# Target sequence (P21728 whole entry, looked up): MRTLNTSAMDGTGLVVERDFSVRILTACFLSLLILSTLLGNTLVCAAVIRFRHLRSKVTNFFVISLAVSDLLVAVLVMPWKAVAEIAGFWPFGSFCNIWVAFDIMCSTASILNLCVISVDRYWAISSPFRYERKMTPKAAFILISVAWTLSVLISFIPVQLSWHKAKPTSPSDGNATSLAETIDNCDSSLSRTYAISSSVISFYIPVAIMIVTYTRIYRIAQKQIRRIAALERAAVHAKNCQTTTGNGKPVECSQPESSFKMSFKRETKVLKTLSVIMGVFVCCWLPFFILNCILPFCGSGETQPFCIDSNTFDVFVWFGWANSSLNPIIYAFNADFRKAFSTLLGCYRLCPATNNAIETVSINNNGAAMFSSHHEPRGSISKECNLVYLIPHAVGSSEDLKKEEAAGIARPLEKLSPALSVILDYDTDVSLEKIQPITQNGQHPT
#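 Agonism was scored from calcium flux recorded over 180 s (1 read/s) after pintool compound addition, following a 10-cycle baseline. Cells were inducible force-coupled HEK293 TREx D1, plated overnight at 30 C and loaded with no-wash calcium dye.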
# TRHR agonist: qHTS for Small Molecule Agonists and Allosteric Enhancers of Human TRH Receptor: Primary Screen for Agonists; Thyrotropin-releasing hormone receptor (Homo sapiens), P34981; TRHR cells, calcium flux fluo-8, FDSS agonist mode; activation, % at 2 µM; 0.18% of 360,000 active; AID 493084, 2011; note: 0% is about no effect
#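 In this calcium-flux screen, cells bearing human TRHR are dye-loaded with fluo-8, baselined for 10 cycles, then exposed to library compounds; positive kinetic calcium responses during the agonist phase mark hits, with TRH as control.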
# D2 ag: HTS Assay for Allosteric Agonists of the Human D2 Dopamine Receptor: Primary Screen for Agonists. D(2) dopamine receptor (Homo sapiens), P14416. HEK293 T-REx D2 cells, calcium flux agonist mode. activation, % at 2 µM. 0.53% of 340,000 active;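 active = activation over 3 SD above normal in the single-dose calcium agonist read, cut at about 30% in these data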; note: 0% is about no effect
#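 Calcium-flux readout, 1 cycle/sec over 180 s following compound pin transfer, in inducible HEK293 Trex D2 cells (force-coupled); dopamine controls included. Positive calcium responses during this window marked compounds as potential agonists.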
# D1 PAM: Potentiators of Human D1 Dopamine Receptor: qHTS. HEK293 TREx D1 cells, calcium flux, dopamine EC20 potentiation. D(1A) dopamine receptor (Homo sapiens), P21728. 0.036% of 360,000 active. AID 504651, 2011. potentiation, % at 10 µM; in the data active = potentiation above about 30%; note: 0% is about no effect
# D1 antagonist: Antagonist of Human D 1 Dopamine Receptor: qHTS; HEK293 TREx D1 cells, calcium flux, dopamine EC80; hits give low values; 3.2% of 360,000 active; D(1A) dopamine receptor (Homo sapiens), P21728; activity change, negative = inhibition, % at 10 µM; in the data active = activity change below about -30%; note: % is set by controls: 0 for no effect and ±100 for the full control effect
#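 Using tetracycline-induced force-coupled D1 Hek293 cells and a calcium dye, signals were followed for 180 s after compound, then for 180 s after EC80 dopamine, to detect inhibitors.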
# D2 potentiator: HTS Assay for Positive Allosteric Modulators of the Human D2 Dopamine Receptor: Primary Screen for Potentiators; AID 485347, 2010; 0.34% of 340,000 active; D(2) dopamine receptor (Homo sapiens), P14416; potentiation, % at 10 µM; HEK293 T-REx D2, calcium flux, EC20 dopamine potentiation;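 active = potentiation over 3 SD above the plate norm, cut at about 30% in these data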; note: 0% is about no effect
#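 Tetracycline-induced HEK293 T-REx cells force-coupled to calcium signalling expressed D2; compounds were pin-added after a 10 s baseline, read kinetically 180 s, then an EC20 dopamine challenge followed with a further 180 s calcium read.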
# RXFP1 antagonist: qHTS Assay for Antagonists of the Relaxin Receptor RXFP1; HEK293-RXFP1, relaxin-stimulated cAMP HTRF, 30 min; hits give low values; activity change, negative = inhibition, % at 57.5 µM; 0.59% of 350,000 active;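 active = activity change of -60% or lower, but not beyond a set lower limit; inconclusive = change between -60% and -40%, or beyond the set limit; inactive = change above -40%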; note: % is set by controls: 0 for no effect and ±100 for the full control effect
# TRHR enhancer: qHTS for Small Molecule Agonists and Allosteric Enhancers of Human TRH Receptor: Primary Screen for Enhancers; TRHR cells, fluo-8 calcium fluorescence, EC20 TRH enhancement; enhancement, % at 2 µM; 0.66% of 360,000 active; in the data active = enhancement above about 30%; note: 0% is about no effect
#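 TRHR-expressing cells loaded with fluo-8 calcium dye were read kinetically (ex 480/em 530) during compound addition, then stimulated with an EC20 of TRH (10 nM final). Enhancement of the Gq-mediated intracellular calcium response was scored.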
# Active calls of the source: *; ? = inconclusive; nt = not tested or not shown; & = joins results of further samples. Cut-off read from the data, not from the text of the source, unless noted: active = activation above about 30%; inactive = the rest.
SMILES	D2 antagonist	D1 agonist	TRHR agonist	D2 ag	D1 PAM	D1 antagonist	D2 potentiator	RXFP1 antagonist	TRHR enhancer
CC(=O)Nc1ccc(S(=O)(=O)Nc2cccc(-n3c(C)nc4ccccc4c3=O)c2)cc1	-5	0	0.1	0.3	1	12	-3	-6	-2
O=C(Nc1ccc(S(=O)(=O)Nc2ncccn2)cc1)c1cccc(S(=O)(=O)N2CCCC2)c1	-11	1	0.0	-0.2	-5	18	-19	-7	0
O=C(Nc1ccc(F)cc1)N(Cc1ccco1)Cc1cc2cc3c(cc2[nH]c1=O)OCO3	-4	2	-0.7	-3.7	-22	-29	1	-34	-4
Cc1ccc(C(=O)NCC(=O)OCC(=O)N(CC(C)C)c2c(N)n(Cc3ccccc3)c(=O)[nH]c2=O)cc1C	5	2	0.1	0.1	-2	-1	13	0	6
Cc1ccc(C(=O)NCCc2cc3ccc(C)c(C)c3[nH]c2=O)cc1[N+](=O)[O-]	11	0	-1.2	-1.5	-7	-5	-4	-7	-2
CCOc1ccc2nc(SCC(=O)Nc3ccc4c(c3)OCCO4)[nH]c2c1	-26	-2	-0.9	-1.7	-2	0	-1	-5	2
CC(C)(C)c1cc(CCC(=O)NCc2cccnc2)cc(C(C)(C)C)c1O	-10	2	1.5	nt	9	4	6	5	6
CCOC(=O)N1CCN(CC(=O)Nc2sccc2C#N)CC1	7	3	1.8	0.9	-5	-8	1	-8	5
O=C1Nc2ccccc2C(=O)N2[C@H](c3cccc(Br)c3)[C@@H]3C(=O)N(Cc4ccccc4)C(=O)[C@@H]3[C@H]12	-6	4	0.8	1.4	-3	0	5	nt	-2
COc1ccc(-c2nnc(SCC(=O)N3CCCCC3)o2)cc1	13	2&4	0.3&-0.1	0.9	2&4	13&-9	5&-1	3&5	0&-4
c1ccc(Oc2cccc(NC3=NCCC3)c2)cc1	26	3	1.5	-0.9	-4	-1	-3	2	1
CN(C)S(=O)(=O)c1cccc(NC(=O)c2cc([N+](=O)[O-])ccc2N2CCCCC2)c1	17	1	0.3	0.4	-6	-1	10	0	13
COc1c(Cl)ccc(Cl)c1C(=O)OCC(=O)O	23	1	0.7	-0.5	2	-6	4	-31	6
Cc1noc(C)c1S(=O)(=O)N(C)Cc1ccccc1	6	2	1.2	0.4	-10	3	16	10	1
COc1ccc(OC)c(S(=O)(=O)n2ccc(C)n2)c1	4	1	0.0	1.4	12	-12	12	1	1
Cc1nnc(N2CCN(c3cccc(C(F)(F)F)c3)CC2)c2c1nnn2Cc1ccccc1	nt	2	1.6	0.2	-2	1	1	-10	6
C[C@H]1CC[C@H]2C(=O)N[C@H](Cc3ccccc3)C(=O)N2[C@@H]1c1ccccc1	17	-3	0.2	6.6	-3	-9	-1	nt	-3
CCOC(=O)c1c(NC(=O)CSc2nc3ccc(OC)cc3[nH]2)sc2c1CC(C)(C)NC2(C)C	-3	9	0.1	-0.1	-2	32	-7	-62*	9
O=c1cc[nH]c2cc(C(F)(F)F)ccc12	nt	1	-0.7	nt	0	2	nt	-7	0
Cc1ccc(N(CC(=O)N2CCN(C3CCCCC3)CC2)S(=O)(=O)c2cccnc2)cc1	-4	-1	0.3	-1.6	5	9	7	-12	7
CCO[C@H]1c2c(ccc3ccc(=O)oc23)OC(C)(C)[C@@H]1O	16	0	-0.1	-0.5	1	2	3	nt	4
COc1ccc(NC(=O)C(=O)Nc2cccc3cccnc23)c(OC)c1	-2	0	0.5	-0.7	-11	-7	-3	-4	-2
Cc1[nH]c2ccccc2c1C(c1ccncc1)N1CCCCC1 (stereo not drawn)	17	3	0.1	1.7	3	-8	-7	5	18
CC(C)c1ccc(NC(=O)CCCc2nc(-c3ccc(Cl)cc3)no2)cc1	nt	7	1.7	1.6	0	-3	2	-11	18
Cc1ccc(C2CC(c3cccs3)=NN2C(=O)CSc2nc3ccccc3o2)cc1 (stereo not drawn)	-6	14	0.8	1.1	7	-1	-8	16	-9

# Complete entries from above. Order of screens: D2 antagonist, D1 agonist, TRHR agonist, D2 ag, D1 PAM, D1 antagonist, D2 potentiator, RXFP1 antagonist, TRHR enhancer
# `CC(C)c1ccc(NC(=O)CCCc2nc(-c3ccc(Cl)cc3)no2)cc1` reads nt, 7, 1.7, 1.6, 0, -3, 2, -11, 18
# `CCOC(=O)c1c(NC(=O)CSc2nc3ccc(OC)cc3[nH]2)sc2c1CC(C)(C)NC2(C)C` reads -3, 9, 0.1, -0.1, -2, 32, -7, -62*, 9

# Carrying on.
SMILES	D2 antagonist	D1 agonist	TRHR agonist	D2 ag	D1 PAM	D1 antagonist	D2 potentiator	RXFP1 antagonist	TRHR enhancer
CC(=O)c1ccc(OCCOc2ccc(Cl)c3cccnc23)cc1	5	4	1.8	-0.1	-3	-17	0	5	-1
Cc1ccccc1OCCNc1cc(N2CCNCC2)ccc1[N+](=O)[O-]	-8	11	3.1	2.1	1	7	-1	nt	-1
Cc1cc(C)c(NC(=O)CN(C)C(=O)CNC(=O)c2cccs2)c(C)c1	-7	4	-0.1	0.3	-2	0	-4	4	-9
COc1ccccc1NC(=O)CSc1nnc(Cn2cnc3ccccc32)o1	-13	1	-0.7	-1.6	0	14	11	-4	-1
CC(C)(C)NCC1(CO)SC(N)=NC1=O (stereo not drawn)	5	4	-0.6	0.0	-5	3	14	-7	6
COc1ccc2nc(SCC(=O)N3CCNC3=O)[nH]c2c1	44*	5	-0.2	0.5	2	4	6	4	-4
COc1ccc(C)cc1NC(=O)c1c(C)oc2ncn(CC(C)C)c(=O)c12	nt	2	-0.1	0.4	-5	-15	0	nt	-3
O=C1c2oc3ccccc3c(=O)c2C(c2cccc(F)c2)N1CCCO (stereo not drawn)	22	2	2.0	1.5	-2	4	6	-2	-2
Nc1nc(SCC(=O)Nc2ncc(C(F)(F)F)cc2Cl)n[nH]1	12	1	-0.3	0.1	2	nt	6	-13	-2
CCOc1ccc(S(=O)(=O)NCCC(=O)NCC(c2ccccc2OC)N2CCCC2)cc1 (stereo not drawn)	-10	3	-0.5	-0.1	2	1	-3	-11	1
C/C(CC1CC2=C(CC1(C)C)C(C)(C)CCC2)=N\NC(N)=S (stereo not drawn)	-14	3	-0.1	-0.1	-3	7	8	-26	-3
O=C(c1ccccc1)N(Cc1ccc(F)cc1)Cc1nc2ccccc2c(=O)[nH]1	9	-3	-0.5	1.0	-9	0	7	-2	-4
CC(C)(C)c1cc(C(=O)N/N=C/c2ccco2)n[nH]1	4	3	-0.8	-1.4	0	1	6	-9	3
CCCCC(=O)Nc1ccc(Br)cn1	-13	1	0.2	0.3	-2	0	-6	-5	-8
CSc1nsc(SCC(=O)N2CCCc3ccccc32)n1	-3	5	-1.2	0.3	2	5	16	-2	6
CC1CN(C(=O)c2nn(C)cc2[N+](=O)[O-])CC(C)O1 (stereo not drawn)	-18	2	0.1	-1.2	-1	-15	19	11	18
Cn1c(=O)c2c(nc(Br)n2C)n(C)c1=O	-2	2	-0.1	-1.0	-4	-2	0	-5	9
COc1ccc(CNC(=O)Cn2ccc(NC(=O)OCc3ccccc3)nc2=O)cc1	-1	-1	-0.1	0.5	2	nt	10	nt	-2
CCOc1ccccc1NC(=S)NCc1ccco1	-7	0	-0.4	0.1	4	2	7	-5	-3
COc1ccc2c(c1)c(=O)oc1cc(O)ccc12	-3	-2	-0.4	-0.1	5	-5	10	13	-6
COc1ccccc1-n1cc(C(=O)c2cc(Cl)ccc2O)cc(C#N)c1=O	-1	6	6.2	0.5	-1	-4	nt	-4	-2
C=C(C)CSc1nnc(CCCCCNC(=O)OC(C)(C)C)o1	-3	6	-0.2	0.5	-13	4	2	-4	-4
Oc1ccc(Br)cc1C1C=C(c2ccc3c(c2)OCO3)NC(c2cccc(F)c2)N1 (stereo not drawn)	nt	18	0.4	nt	-5	-9	nt	nt	7
COc1ccc([N+](=O)[O-])cc1N(CC(=O)N1CCCCC1)S(C)(=O)=O	-8	0	-0.7	-1.2	3	13	24	-12	-1
COc1ccc(C(=O)NCCn2cc(SCC(=O)Nc3ccc(C)cc3)c3ccccc32)cc1	nt	2	-0.6	0.1	1	-7	9	?	2
COc1ccc(CCn2c(C)nc3c(c(=O)c4ccccc4n3C)c2=O)cc1	49*	3	-0.6	3.5	2	7	25	-8	2
c1ccc2c(c1)COC(CNC1CCCCC1)OC2	1	0	0.1	nt	-4	4	12	8	0
COc1ccc(NC(=O)Cn2nc(-c3ccncc3)ccc2=O)cc1Cl	nt	1	0.4	-1.1	1	5	4	-5	-4
COc1cc(OC)cc(C(=O)Nn2cc(C(=O)Nc3c(F)cccc3F)c3ccccc3c2=O)c1	-16	4	-0.2	-1.4	-6	11	13	2	15
O=C(Nc1cccc(-c2nnc(-c3ccccc3)o2)c1)C1CCCCC1	-17	9	0.2	-1.3	-1	3	14	-7	16
O=[N+]([O-])c1ccc(C(O)CN2CCN(C/C=C/c3ccccc3)CC2)cc1 (stereo not drawn)	25	9	-0.2	-0.6	-5	2	-18	-7	-3
CCO[C@@H]1OC(C(=O)N2CCN(C)CC2)=C[C@H](C2CCCCC2)[C@H]1CCCO	6	-4	-0.1	0.3	-3	2	-4	nt	1
O=C(O)c1cccc(NC(=O)c2ccc3c(c2)C(=O)N(c2cccc([N+](=O)[O-])c2)C3=O)c1	1	5	0.5	0.0	-6	0	-4	9	-8
CCC(CC)NC(=O)/C=C/c1ccccc1Cl	-4	0	0.9	0.1	-1	4	-2	26	3
CCOc1ccc(C(=O)N/N=C/c2ccc(SC)cc2)cc1	1	2	1.4	1.1	1	-3	9	2	-5
Cc1ccc2cc(CN(CC3CCCO3)S(=O)(=O)c3c(C)ccc4nsnc34)c(=O)[nH]c2c1 (stereo not drawn)	2	1	-0.2	-0.2	1	5	0	16	-1
CC(=O)c1ccc(N2CCN(C(=O)c3nn(Cc4ccccc4)c(=O)c4ccccc34)CC2)cc1	-2	3	0.3	-1.0	-7	-45*	17	-8	1

# Look-ups from the results shown:
# Reading of `O=C(O)c1cccc(NC(=O)c2ccc3c(c2)C(=O)N(c2cccc([N+](=O)[O-])c2)C3=O)c1` under D2 antagonist: 1
# Reading of `O=C(Nc1cccc(-c2nnc(-c3ccccc3)o2)c1)C1CCCCC1` under D2 potentiator: 14
# Reading of `CC(=O)c1ccc(N2CCN(C(=O)c3nn(Cc4ccccc4)c(=O)c4ccccc34)CC2)cc1` under D1 agonist: 3
# Reading of `c1ccc2c(c1)COC(CNC1CCCCC1)OC2` under D1 agonist: 0

# From PubChem
